E-sel inducer – induces E-selectin expression in human endothelial cells; P16581; HUVEC E-selectin immunofluorescence imaging; normalized: neutral wells 0, TNF-alpha wells 100; activation, % at 7.58 µM; actives 0.37% (n = 260,000);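 active = mean E-selectin-positive cell signal at least 10% of the positive control, reached in at least 60% of replicates, without over 20% cell loss; inconclusive = no rule given, readout overlaps actives, possibly toxicity-flagged; inactive = the rest, including those meeting only one limit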;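 note: in these data hits start at about 27%; measured in HUVEC primary endothelial cells; signal is the percent of cells scored E-selectin positive by PE staining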
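Material: HUVEC primary endothelial cells; Amount: 3,000 cells per well; Dosing: single concentration; Medium: EGM-2 growth medium on 0.1% gelatin-coated wells; Read-out basis: percent E-selectin-positive cells; Signal: immunofluorescence imaging; Control set: TNF-alpha, DMSO.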
GSIS activator – primary screen for activators of insulin secretion dependent on glucose, INS-1E cells, GLuc reporter luminescence; INS-1E GLuc reporter insulin secretion, 2-3 h; activation, % at 16.6 µM; actives 0.61% (n = 370,000);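 active = lowest replicate activation of at least 40%, so every replicate reaches that level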;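 note: 0% = median of neutral control wells and 100% = median of IBMX positive control wells; some compounds called inactive have numbers as strong as hits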
DENV2 CPE rescue – protects cells from dengue virus 2 cytopathic effect; actives 1.7% (n = 350,000); DENV2-infected cells, cytopathic effect rescue, plate reader; AID 651640; CPE inhibition, % at 9.99 µM; in the data active = CPE inhibition above about 20%, passing the limit was not always enough; inconclusive = no clear call, values can overlap the other calls; tested in BHK-21 cells;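 note: 0% = median of neutral control wells and 100% = median of positive control wells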
RAD54 inh – blocks human RAD54 Holliday junction branch migration | AID 602329 | inhibition, % at 10.4 µM | actives 0.14% (n = 360,000) | FAM/BHQ fluorescence;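 active = mean normalized replicate activity at least 40 and at least half of replicates scoring 40 or more; inconclusive = only one of the two criteria met; inactive = mean below 40 and under half of replicates reaching 40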;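 note: 0% = median of neutral control wells and 100% = median of positive control wells; inhibitors cause a drop in the FAM fluorescence signal; in these data hits start at about 50%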
Target sequence (Q92698 whole entry, looked up): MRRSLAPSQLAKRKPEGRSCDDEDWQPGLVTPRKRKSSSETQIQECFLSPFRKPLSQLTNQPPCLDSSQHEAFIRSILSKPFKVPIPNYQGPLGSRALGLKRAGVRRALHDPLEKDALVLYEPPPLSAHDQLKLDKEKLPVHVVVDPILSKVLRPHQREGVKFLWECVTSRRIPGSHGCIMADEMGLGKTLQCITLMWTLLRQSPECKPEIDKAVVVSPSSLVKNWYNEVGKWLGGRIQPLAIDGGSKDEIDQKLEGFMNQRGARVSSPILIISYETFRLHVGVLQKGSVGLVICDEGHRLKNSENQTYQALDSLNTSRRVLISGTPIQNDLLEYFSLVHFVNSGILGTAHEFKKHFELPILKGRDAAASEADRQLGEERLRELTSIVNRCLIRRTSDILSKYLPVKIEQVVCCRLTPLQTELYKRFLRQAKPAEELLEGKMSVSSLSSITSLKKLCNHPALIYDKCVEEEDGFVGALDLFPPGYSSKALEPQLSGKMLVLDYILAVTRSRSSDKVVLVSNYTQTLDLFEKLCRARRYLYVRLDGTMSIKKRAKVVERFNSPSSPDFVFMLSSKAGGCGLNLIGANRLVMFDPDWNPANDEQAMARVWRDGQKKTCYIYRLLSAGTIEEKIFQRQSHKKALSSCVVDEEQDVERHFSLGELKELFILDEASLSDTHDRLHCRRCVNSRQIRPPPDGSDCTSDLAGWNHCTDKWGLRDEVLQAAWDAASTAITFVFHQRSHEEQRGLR
RAD52 anneal inh – RAD52 (human) annealing inhibition; P43351; recombinant RAD52 DNA annealing, FRET fluorescence; inhibition, % at 18.7 µM; actives 0.46% (n = 360,000); AID 651710;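 active = every replicate showing at least 50% inhibition; inconclusive = mean inhibition at least 50% but not in every replicate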
Casp6 inh – inhibitors of human caspase-6; P55212; purified caspase-6, Z-VEID-R110 cleavage fluorescence; inhibition, % at 12.5 µM; actives 0.53% (n = 350,000); AID 686996;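 active = mean inhibition across replicates at least about 35%, with every replicate also reaching that limit, limit read from the data; inconclusive = only one of the two criteria met; inactive = neither criterion met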;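 note: 0% = median of neutral control wells and 100% = no fluorescence left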
Target sequence (P55212 24-179 limits assumed): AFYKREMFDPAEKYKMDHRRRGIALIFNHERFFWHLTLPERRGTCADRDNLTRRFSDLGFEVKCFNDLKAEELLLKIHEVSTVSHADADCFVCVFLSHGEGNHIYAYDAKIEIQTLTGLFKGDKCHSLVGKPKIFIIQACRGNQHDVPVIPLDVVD
Target sequence (P55212 194-293 limits assumed): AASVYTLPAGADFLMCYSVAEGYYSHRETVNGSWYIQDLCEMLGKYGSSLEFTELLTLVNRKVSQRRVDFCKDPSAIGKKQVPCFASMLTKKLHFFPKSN
Xi reactivation – reactivates the inactive X chromosome in mouse fibroblasts; activation, % at 7.58 µM; actives 0.055% (n = 360,000); XiGFP mouse fibroblasts, % GFP-positive cells imaging, 3 d; cells co-treated with 5-aza-dC sensitizer; scaled so ellipticine positive control = 100%;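 active = mean normalized replicate activation at least 10% and every replicate at or above 10%; inconclusive = only one of the two criteria met; inactive = mean below 10% and not all replicates reach 10%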;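 note: 0% = median of on-plate neutral control wells and 100% = ellipticine 6 µM median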
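material = 68-5-11 XiGFP fibroblast line | medium = DMEM plus 5-aza-dC sensitizer | schedule = 3 days compound exposure | benchmarks = positive control ellipticine, 6 µM final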
CFTR F508del cor – correctors of CFTR F508del function in bronchial epithelial cells; actives 0.36% (n = 350,000); activity (quench increase), % at 7.58 µM; CFBE cells, YFP halide quenching; stimulated with forskolin plus potentiator P3; % fluorescence drop versus neutral controls;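 active = mean added fluorescence quench of at least 8% versus neutral control, with both replicates also reaching 8%; inconclusive = only one of the mean or replicate conditions met; inactive = mean below 8% and not both replicates reaching 8%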;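 note: cells transiently co-express mutant CFTR-F508del with the halide-sensitive YFP; corrector assay measuring rescue of mutant channel to the surface after 24 h compound exposure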
The depositor's hits bear a star; ? = inconclusive; / = no result given; & = joins results of further samples.

Values run as follows: Casp6 inh	Xi reactivation	RAD54 inh	DENV2 CPE rescue	CFTR F508del cor	GSIS activator	E-sel inducer	RAD52 anneal inh
COc1ccc(/C=N/NC(=O)CCn2cnc(-c3ccccc3)c2-c2ccccc2)cc1
→ 0	0.3	/	-4	1.7	-8	/	30
Cc1[nH]nc(C(F)(F)F)c1N=NN1CCOCC1
→ 0	0.1	/	-6	2.8	148*	-0.2	-5
Cc1ccc(CN(C)C(=O)c2ccc3c(c2)NC(=O)CS3)o1
→ 1	2.6	5	2	0.3	10	/	0
CCS(=O)(=O)Nc1ccc2c(c1)C(=O)N(C)C[C@H](OC)[C@@H](C)CN(C(=O)CN(C)C)[C@@H](C)CO2
→ 1	0.3	-9	5	1.4	20	0.4	-1
O=C(CC1CC1)N1CC[C@@H]2[C@H]1c1cc(-c3cccc(F)c3)ccc1N[C@@H]2CO
→ 1	0.5	-8	?	1.5	-12	0.7	-173
CCOC(=O)N1CCC(NC(=O)CSCc2nc(-c3ccc(OC)cc3)oc2C)CC1
→ 1	0.0	/	13	-0.2	14	-0.6	-7
COc1ccc(C(C)=O)cc1CC(=O)Nc1ccccc1-c1ccccc1
→ 1	0.1	-3	-3	-1.4	-9	-0.1	1
C[C@@H]1CCCCO[C@H](CN(C)S(C)(=O)=O)[C@@H](C)CN([C@@H](C)CO)C(=O)c2cc(NS(C)(=O)=O)ccc2O1
→ 1	-0.1	0	-1	0.4	-1	-0.2	11
CN(CC(=O)Nc1ccccc1Cl)C(=O)CSc1nncn1C
→ 1	0.8	-3	5	-0.5	8	/	-1
CC1CCCN(C(=O)c2ccc3c(c2)C(=O)N(CCC2=CCCCC2)C3=O)C1 (centres undefined)
→ 2	0.2	2	-2	-4.0	-9	11	-33
COc1cc(-c2cc(NC(C)=O)c3ncc(-c4ccc(C(C)=O)cc4)n3c2)cc(OC)c1OC
→ 1	0.0	5	18	2.2	-15	-0.1	16
CN(C(=O)c1ccc(NC(=O)Cc2ccc(NC(=O)C3CCCN(C(=O)C4CC4)C3)cc2)cc1)C1CCCC1 (centres undefined)
→ -2	0.1	9	-11	-3.9	4	1.8	-29
COc1ccc(-c2noc(CCC(=O)N3CCN(c4ccccc4Cl)CC3)n2)cc1
→ 2	-0.1	0	-6	0.8	1	0.1	0
O=C1C(=O)N(C/C=C/c2ccccc2)c2ccccc21
→ 0	0.3	0	?	3.8	-47	0.4	-6
O=C(C1CCC1)N1C[C@@H]2N[C@H](C1)C2c1ccc(-c2cccc(F)c2)cc1 (some centres undefined)
→ -1&2	0.0&0.1	/	8&17	2.9&3.1	4&0	5.7&0.0	10&-11
N#CC1(NC(=O)COC(=O)c2nc(Cl)c(Cl)c(N)c2Cl)CCCCC1
→ 5	0.0	-1	1	0.0	-3	0.4	-56
O=C(C[C@@H]1C=C[C@H](NC(=O)Nc2cc(F)ccc2F)[C@@H](CO)O1)NCc1ccncn1
→ 4	0.5	-1	2	-0.7	10	0.0	-5
CC(=O)N[C@@H](Cc1c[nH]c2ccccc12)C(=O)NCc1ccccc1
→ -1	0.1	2	-5	0.4	10	/	-6
COc1ccc2oc(C(=O)N(C)Cc3ccc(OC(F)F)cc3)c(C)c2c1
→ 1	0.1	3	2	1.3	-32	0.9	-11
CC1Sc2ccc(C(=O)NCc3cccc(C(F)(F)F)c3)cc2NC1=O (centres undefined)
→ -6	-0.1	4	-5	0.4	0	-1.2	-10
C[C@@H]1CN([C@H](C)CO)C(=O)c2cc(C3=CCCC3)cnc2O[C@@H]1CN(C)Cc1ccc(F)cc1
→ 1	0.3	-4	2	-0.5	-6	0.1	-1
Cc1cc(N2CCNC[C@@H]2C)ccc1N1CCN(Cc2ccccc2)[C@H](C)C1
→ -21	0.0	/	-2	1.0	/	0.5	34
COc1ccc(S(=O)(=O)Nc2ccc3c(c2)C(=O)N([C@H](C)CO)C[C@@H](C)[C@H](CN(C)C(=O)Nc2c(C)noc2C)OCCCC[C@@H](C)O3)cc1
→ 3	0.1	-1	7	0.1	-5	0.6	3
O=C(NCCc1ccccc1)c1cccc(S(=O)(=O)N2CCCCC2)c1
→ 2	0.1	21	-8	3.6	-11	-0.7	-6
O=C(COc1ccccc1F)N/N=C1\CCCc2ccccc21
→ -1	0.1	7	-3	1.4	-1	/	4
COc1ccc(CNC(=O)CN2CCN(C(c3ccccc3)c3ccccc3)CC2)cc1
→ /	0.1	/	11	-1.9	-8	-1.7	-87
O=C1c2cccc3cccc(c23)C(=O)N1CCc1ccccc1
→ 0	0.0	/	1	2.4	6	/	-11
COc1cc(CN2CCCC(N3CCN(c4ccc(F)cc4)CC3)C2)ccc1F (centres undefined)
→ -3	0.5	4	?	2.4	-10	0.0	-15
O=C(Cc1cccs1)NCCS(=O)(=O)N1CCN(c2ccccc2)CC1
→ -1	0.3	-8	?	-0.7	-17	0.1	-9
COc1ccc(S(=O)(=O)Nc2ccc3c(c2)C(=O)N([C@@H](C)CO)C[C@@H](C)[C@@H](CN(C)Cc2ccc4c(c2)OCO4)O3)cc1
→ 0	0.1	-9	0	1.6	-8	-0.1	2

Complete entries as entered above. Order of values: Casp6 inh | Xi reactivation | RAD54 inh | DENV2 CPE rescue | CFTR F508del cor | GSIS activator | E-sel inducer | RAD52 anneal inh
`N#CC1(NC(=O)COC(=O)c2nc(Cl)c(Cl)c(N)c2Cl)CCCCC1` reads 5 | 0.0 | -1 | 1 | 0.0 | -3 | 0.4 | -56
`O=C1c2cccc3cccc(c23)C(=O)N1CCc1ccccc1` reads 0 | 0.0 | / | 1 | 2.4 | 6 | / | -11
`COc1cc(CN2CCCC(N3CCN(c4ccc(F)cc4)CC3)C2)ccc1F` (centres undefined) reads -3 | 0.5 | 4 | ? | 2.4 | -10 | 0.0 | -15
`COc1ccc(CNC(=O)CN2CCN(C(c3ccccc3)c3ccccc3)CC2)cc1` reads / | 0.1 | / | 11 | -1.9 | -8 | -1.7 | -87

More structures.
Values run as follows: Casp6 inh	Xi reactivation	RAD54 inh	DENV2 CPE rescue	CFTR F508del cor	GSIS activator	E-sel inducer	RAD52 anneal inh
Cc1cc(C)n2nc(C(=O)N3CCCC(CNS(=O)(=O)c4cccs4)C3)cc2n1 (centres undefined)
→ 0	0.3	/	1	3.8	-19	0.1	4
COc1ccc(C(C)NC(=S)NCc2ccc(F)cc2)cc1 (centres undefined)
→ -2	0.2	-1	-4	1.1	-21	-0.1	-26
CCCC(C)C(=O)Nc1nc(C)c(-c2csc(Nc3cc(OC)ccc3OC)n2)s1 (centres undefined)
→ -2	0.0	16	-4	6.3	1	0.3	2
Nc1ncn(-c2ncc(C(F)(F)F)cc2Cl)n1
→ -1	0.3	/	/	0.4	-2	/	-11
C=CCn1c(SCC(=O)NCC2CCCO2)nnc1-c1ccccc1 (centres undefined)
→ -1	0.0	-4	?	0.5	-5	/	-10
O=C(C[C@H]1CC[C@@H](NC(=O)c2ccncc2)[C@H](CO)O1)NCCc1ccncc1
→ -1	1.1	-6	1	0.2	20	-0.1	-8
O=C(CC1CC1)N1CC(=O)N2[C@H](C1)[C@@H](c1ccc(C#Cc3ccccc3)cc1)[C@@H]2CO
→ 4	0.1	/	1	2.2	3	-0.9	-9
CNC[C@H]1Oc2ccc(NS(=O)(=O)c3ccc(Cl)cc3)cc2C(=O)N([C@@H](C)CO)C[C@@H]1C
→ -7	-1.1	3	-1	2.2	0	/	-2
O=C(COC(=O)/C=C/c1ccccc1)NCCC1=CCCCC1
→ 0	0.0	0	-8	/	-15	0.8	-10
COc1ccccc1-c1ccc2c(c1)O[C@@H](CN(C)S(=O)(=O)c1ccc(F)cc1)[C@@H](C)CN([C@H](C)CO)S2(=O)=O
→ 1	0.5	3	3	6.2	-5	0.0	0
Cc1noc(C)c1S(=O)(=O)Nc1ccc2c(c1)C(=O)N([C@@H](C)CO)C[C@@H](C)[C@H](CN(C)Cc1ccc(C(=O)Nc3ccccc3N)cc1)O2
→ /	-0.3	/	-5	-0.3	-1	0.0	22
O=C(C[C@@H]1CC[C@H](NC(=O)c2ccncc2)[C@H](CO)O1)NCC1CC1
→ -1	0.2	-13	0	1.4	11	-0.3	-4
CCOC(=O)c1ccc(S(=O)(=O)N2CCN(C(=O)c3ccccn3)CC2)cc1
→ 2	0.1	-1	0	5.1	0	/	-9
COC(=O)c1ccc(NC(=S)NN2CCCCC2c2cccnc2)cc1 (centres undefined)
→ 0	0.4	-4	6	0.2	-8	-0.1	-15
O=C(O)/C=C/C(=O)Nc1ccccc1SC(F)(F)C(F)(F)C(F)(F)F
→ 2	0.3	/	-2	-0.4	4	/	-35
Cc1csc(NC(=O)CSc2nnc(-c3cc(C)on3)o2)n1
→ 15	0.0	-3	-1	-0.4	-4	0.0	-41
COc1ccc(Cn2c(=O)[nH]c3cc(C(=O)NCCCN4CCCCCC4)ccc3c2=O)cc1
→ -44	-0.2	10	-3	1.4	4	-0.3	-14
COc1ccc(C(C(=O)NC2CCCC2)n2c(CSCCOc3ccccc3)nc3ccccc32)cc1 (centres undefined)
→ -8	0.2	/	-8	-1.8	-20	0.0	4
O=C(O)C=Cc1c[nH]c2nccnc12
→ 0	0.0	-4	-10	1.5	/	/	-12
O=C(CCN1CCCCC1)N[C@H]1CC[C@@H](CCNS(=O)(=O)c2ccc(F)cc2)O[C@H]1CO
→ -1	-0.1	-3	25*	4.7	21	1.0	7
COCCN1CCN(C(=O)C2CCC(=O)N(Cc3ccccc3OC)C2)CC1 (centres undefined)
→ -2	0.0	-18	-7	-4.1	19	-0.1	0
CCOC(=O)C(=CNc1nc(-c2ccccc2)c(C(=O)Nc2ccc(-c3ccccc3)cc2)s1)C(=O)OCC
→ -1	0.4	-6	12	2.8	/	/	-13
C[C@H]1CN([C@@H](C)CO)C(=O)Cc2cc(NC(=O)CCCCCC(=O)Nc3ccccc3N)ccc2O[C@@H]1CN(C)C(=O)Nc1ccccc1
→ 0	-0.4	4	-14	-1.2	-5	-0.2	5

Source: PubChem (Broad Institute)

Rows were taken by chance; about 3.7% have a hit in one of these screens.
